# HP1b chromo inh – inhibitors of HP1-beta chromodomain binding to methylated histone tails. P83916. AlphaScreen HP1-beta / biotin-H3K9me3 peptide binding. Potency, µM (top dose mostly 114 µM), for the others: at the highest dose activity change, negative = inhibition, usual class: inhibitors. actives 0.56% (n = 390,000). AID 540317; note: nearly all actives have a fitted effect of over 70% in size; inactives centre near 23
# Target sequence (P83916 whole entry, looked up): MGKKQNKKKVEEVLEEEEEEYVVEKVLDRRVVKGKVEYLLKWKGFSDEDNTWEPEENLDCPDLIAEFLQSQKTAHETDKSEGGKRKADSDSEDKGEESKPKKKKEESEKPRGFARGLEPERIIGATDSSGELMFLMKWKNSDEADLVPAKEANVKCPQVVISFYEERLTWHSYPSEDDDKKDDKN
#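 AlphaScreen: HP1-beta (50 nM) preformed 30 min with biotin-H3(1-18)K9me3 peptide (50 nM) in PBS pH 7.4, 0.01% Tween-20. Compound added for 30 min at RT, then streptavidin donor/nickel chelate acceptor beads (10 ug/mL) for 30 min.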
# ERG-DNA inh – blocks human ERG Ets domain binding to DNA; P11308; fluorescence polarization, His-ERG Ets domain / labelled DNA; Potency, µM (titrated, usually from 76.9 µM), for inactives: at the top dose FP activity, negative = inhibition, most hits filed as inhibitors; actives 0.028% (n = 370,000); active = well fitted inhibition curve with a large enough effect in the polarisation, with a control signal flat; inconclusive = small, poorly fitted or top-dose-only effect, or effect the other way, or a change in a side signal; inactive = no such curve, though single readings can be large or run the other way; the % refers to the polarisation;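 note: polarization taken with two DNA probes labelled with fluorescein and Texas red; % of control where 0% means no effect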
#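 His-tagged ERG Ets domain (1 uM in the protein solution; 300mM KCl, 50mM Tris-HCl, 1mM EDTA, 1mM DTT, pH 7.5) received compound, then a probe mix of 5 nM fluorescein-DNA and 100nM Texas-615-DNA. Fluorescence polarization was read for both dyes.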
# RGS4 inhibitor – inhibitors of human regulator of G protein signaling 4 | actives 0.039% (n = 390,000) | AID 504845 | P49798 | Potency, µM (series often up to 114 µM), for the others: top-dose activity change, negative = inhibition, hits mostly inhibitors | Transcreener GDP fluorescence polarization, RGS4-accelerated GTP hydrolysis; note: % is set by controls: 0 for no effect and ±100 for the full control effect; nearly all actives have a fitted effect of over 75% in size; some results filed as inactive show a strong effect at the top dose
# Target sequence (P49798 whole entry, looked up): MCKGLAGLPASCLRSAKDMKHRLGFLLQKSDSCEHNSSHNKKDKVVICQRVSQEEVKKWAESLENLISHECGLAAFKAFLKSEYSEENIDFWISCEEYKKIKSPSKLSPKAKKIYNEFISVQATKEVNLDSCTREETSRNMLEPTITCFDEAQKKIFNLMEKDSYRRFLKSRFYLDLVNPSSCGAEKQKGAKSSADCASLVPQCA
#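 MLSMR compounds (23 nl, pin-transferred) preincubated 10 min at room temperature with a 500nM (2x) first reagent, then RGS4 at 900nM (2x) plus Transcreener GDP mix added; fluorescence polarization (620/688 nm) read before and after 90 min at 30 °C.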
# Pin1 inh – human Pin1 inhibition | AID 504891 | Pin1 FP peptide displacement, HiFluor488, 10 min | Potency, µM (highest dose often 115 µM), without a hit: top-dose activity, negative = inhibition, hits mostly inhibitors | Q13526 | actives 0.009% (n = 390,000); active = well fitted inhibition curve with a large enough effect in the polarisation, with a control signal flat, not every such curve was filed as active; inconclusive = small, poorly fitted or top-dose-only effect, or effect the other way, or a change in a side signal; inactive = no such curve, though single readings can be large or run the other way; the % refers to the polarisation; note: % is set by controls: 0 for no effect and ±100 for the full control effect
# Target sequence (Q13526 whole entry, looked up): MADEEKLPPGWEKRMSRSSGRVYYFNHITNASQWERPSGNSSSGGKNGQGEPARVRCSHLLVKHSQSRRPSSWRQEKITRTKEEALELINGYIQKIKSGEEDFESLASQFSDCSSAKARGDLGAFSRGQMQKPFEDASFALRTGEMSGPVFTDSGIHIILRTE
# JMJD2A Tudor – JMJD2A Tudor domain (human) inhibition; AlphaScreen JMJD2A-Tudor / H3K4me3 peptide binding; Potency, µM (highest dose often 114 µM), without a hit: at the highest dose activity change, negative = inhibition, hits mostly inhibitors; AID 504339; actives 4.4% (n = 390,000); O75164; note: % is set by controls: 0 for no effect and ±100 for the full control effect; nearly all actives have a fitted effect of over 50% in size
# GLS inhibitor – inhibitors of human glutaminase (GLS); O94925; GLS enzymatic activity, qHTS titration; Potency, µM (top dose mostly 45.5 µM), for the others: at the top dose activity change, negative = inhibition, actives largely listed as inhibitors; actives 0.21% (n = 410,000); AID 624170; note: % is set by controls: 0 for no effect and ±100 for the full control effect
#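 hKGA in 45 mM KH2PO4 pH 8.2, 0.02% Tween-20 with pin-transferred compounds; 1 mM L-glutamine (stock) plus glutamate oxidase/HRP/Amplex Red coupling added. Fluorescence read initially and after 30 min at RT.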
# ALOX12 inh – ALOX12 (human) lipoxygenase inhibition. P18054. purified 12hLO, xylenol orange hydroperoxide absorbance. Potency, µM (titrated, usually from 108 µM), inactives show at the highest dose activity change, negative = inhibition, usual class: inhibitors. actives 1.1% (n = 580,000). AID 1671190; note: % is set by controls: 0 for no effect and ±100 for the full control effect
#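 Hydroperoxide product was detected by ferrous iron/xylenol orange as the 573 to 405 nm absorbance ratio. Arachidonic acid at 40 uM (final) was turned over for 30 min at room temperature by 150 nM human 12hLO, pH 7.0 Hepes buffer, after 15 min compound preincubation.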
# Tb PGK inh – T. brucei PGK inhibition. P07378. PGK/GAPDH coupled, Kinase-Glo luminescence, 60 min. Potency, µM (series often up to 57.5 µM), for the others: at the highest dose activity change, negative = inhibition, usual class: inhibitors. actives 0.043% (n = 380,000); note: % is set by controls: 0 for no effect and ±100 for the full control effect; nearly all actives have a fitted effect of over 60% in size
# Target sequence (P07378 whole entry, looked up): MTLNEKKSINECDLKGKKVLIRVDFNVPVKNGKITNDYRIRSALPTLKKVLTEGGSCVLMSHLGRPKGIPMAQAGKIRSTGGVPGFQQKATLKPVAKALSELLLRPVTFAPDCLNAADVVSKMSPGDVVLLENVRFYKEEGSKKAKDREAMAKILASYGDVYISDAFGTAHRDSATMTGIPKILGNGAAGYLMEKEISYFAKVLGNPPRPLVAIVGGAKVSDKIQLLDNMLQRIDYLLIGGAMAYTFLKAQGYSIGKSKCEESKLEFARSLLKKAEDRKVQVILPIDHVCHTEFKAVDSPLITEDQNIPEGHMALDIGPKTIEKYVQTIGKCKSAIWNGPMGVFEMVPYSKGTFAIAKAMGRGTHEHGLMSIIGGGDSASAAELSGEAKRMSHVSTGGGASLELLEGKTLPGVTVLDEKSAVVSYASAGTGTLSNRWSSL
#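 Recombinant glycosomal PGK reaction used 1,3-bisphosphoglycerate generated in-well by GAPDH (100nM final) in 100mM TEA pH 7.6, 5mM MgCl2, 0.01% Tween-20. After 60 minutes at room temperature, ATP was read by Kinase-Glo Plus luminescence end-point.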
# rTrxR1 inhibitor – blocks rat thioredoxin reductase 1 | O89049 | recombinant rTrxR1, NADPH fluorescence consumption, selenite substrate | Potency, µM (doses to about 114 µM), for the others: top-dose activity change, negative = inhibition, hits mostly inhibitors | actives 1% (n = 390,000); note: % is set by controls: 0 for no effect and ±100 for the full control effect; nearly all actives have a fitted effect of over 65% in size
#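 Rat TrxR1 (90 nM in the dispensed reagent) was pre-reduced with 400 uM NADPH for 5 min at room temperature, then incubated with compound for 15 min. After 400 uM selenite was added, NADPH fluorescence (Ex 340/Em 450 nm) was followed for 8 min.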
# The depositor's hits bear a star; i = inactive; ? = inconclusive; · = not tested or not shown; & = joins results of further samples; [ ] = remark or other dose. Unless noted, calls come from the whole dose curve; as a rule, active = well fitted curve in the direction sought with a large enough effect; inconclusive = small, poorly fitted or top-dose-only effect, or another doubt; inactive = no such curve, though single readings can be large; an effect the other way counts as inactive or inconclusive. Potency is the fitted concentration of half-maximal effect. A portion of the library (hit frequency here may not be typical).
compound,HP1b chromo inh,Pin1 inh,Tb PGK inh,GLS inhibitor,rTrxR1 inhibitor,RGS4 inhibitor,ERG-DNA inh,JMJD2A Tudor,ALOX12 inh
COc1ccc(Cn2c(=O)c3oc4ccccc4c3n(CC(=O)Nc3cc(C)cc(C)c3)c2=O)cc1,19%,5%,-1%,0%,26%,5%,1%,-5%,-14%
CC(C)N(C(=O)COC(=O)c1cccc(N(C)C)c1)c1ccccc1,-5%,2%,-4%,-14%,17%,-8%,18%,?,-3%
CCSc1nnc2c(n1)OC=Nc1ccc(Br)cc1-2,28%,-4%,-8%,15%,-2%[57.1 µM],6%,6%,-23%,0%
O=C1NCCN/C1=C\C(=O)c1ccc(Br)cc1,11%,-4%,1%,1%,-3%,-3%,-3%,-25%,-2%
COc1ccc(Cl)cc1NC(=O)Cn1nnc(C(=O)NCCc2ccc(OC)c(OC)c2)c1N,13%[57 µM],23%,12%,-4%,?,?,4%,-22%,-34%
CN(CC(=O)Nc1ccc(F)c(F)c1F)C(=O)/C=C/c1ccc(Cl)cc1,33%,-5%,0%,-2%,2%,-3%,-5%,-18%,?
CC(=O)c1ccc(OCc2cc(C(=O)N3CCC[C@H]3CO)no2)cc1,41%[activator],0%,-1%,8%,?,3%,5%,-6%,1%
COC(CN(C(=O)CCl)C(C(=O)NC1CCCCC1)c1ccc(Cl)cc1)OC (stereo unspecified),22%,-5%,i,4%,35µM*,3%,3%,-9%,-26%
COc1cc(NC(=O)c2cnn(-c3cccc(F)c3)c2C2CCNCC2)cc(OC)c1OC,30%,-5%,1%,4%,5%,-30%,-4%,-4%,6%
Cc1oc(-c2cccc(Cl)c2)nc1CSc1nnc(C)n2c1cc1occc12,31%,1%,0%,16%,-12%,33%,-1%,-10%,4%
O=C1CN(C(=O)c2ccccc2F)c2ccccc2N1,23%,0%,-9%,1%,9%,-3%,·,-5%,14%
O=C(C=Cc1ccco1)N1CCOCC1,9%[57 µM],-6%,-7%,-14%,-19%[57.1 µM],25%,-3%,-10%,-3%
Cc1ccc2ccc(C(Nc3ccccn3)c3ccccc3)c(O)c2n1 (stereo unspecified),4%&8%,68%&-19%[activator],6%&-3%,35%&12%[activator],?,-22%&0%,-2%&-2%,?,?
COc1ccc(S(=O)(=O)N2CCOCC2)cc1NC(=O)c1ccc2c(c1)OCO2,10%,-4%,-3%,4%,6%,20%,10%,-3%,401%[activator]
CC(C)C(=O)Nc1ccc(C(=O)N/N=C/C2CC3C=CC2C3)cc1 (stereo unspecified),25%,4%,-4%,7%,18%,6%,5%,-5%,5%
O=C(CSc1nnc(COc2ccc(Cl)cc2)o1)Nc1ccccc1,2%,16%,10%,14%,7%,24%,-3%,?,-9%
Cc1cccc(C(C)C)c1NC(=O)CN1C(=O)NC(Cc2ccccc2)C1=O (stereo unspecified),15%,-1%,i,23%,5%,-7%,7%,-12%,18%
O=C(CSCc1cnn(-c2ccccc2)c1-n1cccc1)NCc1ccc2c(c1)OCO2,1%,25%,-1%,-7%,3%,-12%,3%,?,12%
Cc1ccc(NC(=O)CNCCCN2CCOCC2)cc1S(=O)(=O)N1CCCCC1,?,-1%,4%,1%,2%,5%,-9%,18µM*,-37%
O=C(Nc1nc(-c2cccs2)cs1)c1cccc(S(=O)(=O)N2CCCCCC2)c1,18%,39%[activator],-4%,-4%,-11%,11%,7%,-20%,?
COc1cccc(N2C(=NC(=O)C3CCCCC3)SC3CS(=O)(=O)CC32)c1 (stereo unspecified),49%[activator],-1%,3%,-1%,22%,8%,1%,-5%,-23%
Clc1ccccc1-c1nc(/C=N/N2CCOCC2)c2ccccn12,?,?,-3%,-10%,12%[57.1 µM],-42%,-20%,?,55%
CS(=O)(=O)N1CCC(C(=O)Nc2cccc(Br)c2)CC1,29%,2%,-5%,5%,15%[57.1 µM],5%,-1%,-14%,8%
COCCNC(=O)CSc1nc2ccccc2c2nc(C)nn12,30%,-8%,-9%,-12%,2%,-18%,2%,-19%,21%
Cc1ccc2nc(CNC(=O)C3CCC(=O)N(Cc4ccccc4F)C3)cn2c1 (stereo unspecified),23%,0%,-3%,0%,11%,-27%,4%,-3%,277%[activator]
CCc1n[nH]c(=S)n1/N=C/c1c(O)ccc2ccccc12,37%,0%,5%,-17%,5%,-25%,-9%,14µM*,-7%
CNC(=O)c1cc(S(=O)(=O)Nc2ccc(C)cc2C)ccc1C,25%,11%,0%,14%,-14%,-13%,3%,-11%,0%
CCC(C)(C)c1ccc(Oc2cccc(C(=O)O)c2)cc1,22%,2%,-1%,-8%,7%,-26%,50%[activator],-15%,27%
CCOC(=O)c1c(C)[nH]c(C)c1S(=O)(=O)NCC(=O)Nc1ccc(C)cc1C,8%,0%,-9%,3%,14%[57.1 µM],-2%,-4%,-19%,-23%
CCOC(=O)c1c(-c2ccc(Br)cc2)csc1NC(=O)c1ccc(F)cc1,17%,-2%,-2%,11%,20%,-7%,0%,-9%,-18%
Cc1nn2c(=O)cc(COC(=O)c3ccc(C(C)(C)C)cc3)nc2s1,42%[activator],-2%,-10%,4%,13%[57.1 µM],-20%,-2%,-6%,-17%
COc1cccc(NC(=O)CN(C)C(=O)Cc2ccc3c(c2)CCC3)c1,14%,1%,-9%,0%,-25%,-18%,-6%,-8%,-1%
COc1ccccc1CNC(=O)C1CCN(S(=O)(=O)c2ccc3nc4c(c(C(=O)O)c3c2)CCCC4)CC1,51%[activator],-13%,-1%,10%,4%[57.1 µM],15%[56.9 µM],-2%,-22%,-11%
Cc1ccc(/C=C/C(=O)c2ccccc2O)cc1,?,8%,-1%,3%,-22%,-2%,-2%,-27%,-7%
O=C(CSc1ccc2ccccc2n1)N/N=C/c1ccc(O)cc1,32%,3%,-12%,8%,37%[activator],15%,-5%,-23%,11%
CCOC(=O)c1cc(C(=O)c2cccs2)n2ccc(C(C)=O)cc12,72%[activator],1%,-1%,-5%,-6%,-14%,8%,9%,0%
COc1ccc(C2/C=C\CN(CC(C)(C)C)CC(=O)N2Cc2ccc(F)cc2)cc1 (stereo unspecified),75%[activator],5%,i,-4%,-29%,-2%,4%,-5%,?
COCCCNC(=O)c1ccc(NC(=O)c2nsc3ccccc23)cc1,28%[57 µM],0%,8%,-16%,7%[57.1 µM],-34%,1%,6%,-11%
Cc1ccc(NC(=O)COC(=O)c2ccc([N+](=O)[O-])o2)cc1S(=O)(=O)N1CCCCCC1,16%,10%,-6%,-3%,-11%,49%,9%,-24%,0%
O=C(COC(=O)COc1ccc(Cl)cc1)NC1CCCCCC1,14%,-7%,3%,1%,2%,-15%,4%,-13%,5%
CCN(CC)CCNC(=O)c1ccc(NC(=O)/C=C/c2ccc3ccccc3n2)cc1,-6%,?,0%,8%,-21%,-19%,22%,?,·
Cc1ccc(CNC(=O)c2c(O)nc3cc(C)ccn3c2=O)cc1,12%,2%,7%,-5%,11%,3%,-2%,6%,?
Cc1ccccc1CSCCNC(=O)CSCc1ccc([N+](=O)[O-])cc1,-18%,-11%,-6%,0%,29%,?,0%,-33%,?
CC(C)(C)c1nnc(NC(=O)c2cccnc2)s1,19%,16%,-8%,1%,14%,23%,1%,-11%,-17%
O=C(NCC1CCCO1)C(c1cccs1)N(Cc1ccccc1Cl)C(=O)c1ccc(-c2ccccc2)[nH]1 (stereo unspecified),-28%,17%,i,6%,?,22%,6%,?,-8%
O=[N+]([O-])c1ccc(SCCc2ccccn2)cc1,-17%,3%,-8%,0%,1%[57.1 µM],-48%,7%,-33%,?
COc1ccc(-c2cn(Cc3ccc4ccccc4c3)nn2)cc1,51%[activator],-2%,-1%,1%,25%[57.1 µM],18%,-4%,-17%,-9%
CCOC(=O)N1CCN(C(=O)c2ccc(OC)c(S(=O)(=O)N3CCOCC3)c2)CC1,36%[activator],-1%,5%,-1%,21%,32%,-1%,0%,-13%
O=C(CNC(=O)N1CC(=O)Nc2ccccc21)NCc1ccccc1Cl,24%,3%,-12%,0%,-10%,27%,8%,-13%,6%
COc1cc(/C=N/NC(=O)COc2c(C)cc([N+](=O)[O-])cc2C)ccc1OC(=O)c1ccccc1,-1%,12%,-2%,-6%,11%[57.1 µM],-10%,7%,-26%,14%
O=C(NCC1CCCO1)/C(=C\c1ccco1)NC(=O)c1ccc(Cl)cc1 (stereo unspecified),53%[activator],-11%,-2%,23%,-11%,30%[11.4 µM],23%,-6%,-4%

# By substructure, the compounds so far with a COOH group.
compound,HP1b chromo inh,Pin1 inh,Tb PGK inh,GLS inhibitor,rTrxR1 inhibitor,RGS4 inhibitor,ERG-DNA inh,JMJD2A Tudor,ALOX12 inh
CCC(C)(C)c1ccc(Oc2cccc(C(=O)O)c2)cc1,22%,2%,-1%,-8%,7%,-26%,50%[activator],-15%,27%
COc1ccccc1CNC(=O)C1CCN(S(=O)(=O)c2ccc3nc4c(c(C(=O)O)c3c2)CCCC4)CC1,51%[activator],-13%,-1%,10%,4%[57.1 µM],15%[56.9 µM],-2%,-22%,-11%
